# Salmonella PhoP GFP: inhibitors of PhoP regulon expression, primary screen, Salmonella Typhimurium, GFP reporter (AID 1863); S. Typhimurium PhoP-regulated promoter GFP reporter, 4 h; higher % means a stronger effect; 300,000 tested, 0.16% active; one-dose inhibition, % at 50 µM; IC50 in µM for titrated hits;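 active = inhibition over 29.93%, a cutoff 3 SD above the screen mean, later confirmed by dose response; inconclusive = inhibition over 29.93% but no dose response follow-up; inactive = inhibition at most 29.93% or unconfirmed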;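 note: 0% = low Mg2+ inducing control and 100% = high Mg2+ repressing control; strong numbers were not always called active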
# T cell modulator: T cell immune modulators affecting CD8 T cell-vesicle binding; 2C CD8+ T cell-vesicle binding, flow cytometry; stronger effect = lower value; calls only at 7 µM; 330,000 tested, 0.068% active; AID 2052;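 active = response, share of CD8 T cells binding vesicles, and their 90th percentile fluorescence all below set limits, cut at about 80% in these data, passing the limit was not always enough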
#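 incubation = binding step 1.5 h, 37 °C, antibody labelling 20 min, ice | test system = 2C mouse CD8+ T cells | read-out basis = percent CD8+ FL2 mean versus row control | controls = Peptide-free naked vesicles (low) and QL9 vesicles with 0.7% DMSO vehicle (high) | detection = flow cytometry of vesicle-bound cells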
# Myeloid diff MLP: myeloid differentiation induction | ER-HoxA9 myeloid progenitors, lysozyme-GFP differentiation, flow cytometry | calls only at 10 µM | 360,000 tested, 1% active;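 active = normalized GFP-positive differentiation at or above the plate's own cutoff, the solvent-only control mean plus 3 SD; inconclusive = no clear call, values can overlap the other calls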;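 note: cells exposed to compound for four days before flow analysis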
# Rac1 GTP hydrolysis: MgcRacGAP GTPase-activating activity inhibitors, confirmation, biochemical, ADP Hunter fluorescence; one-dose inhibition, % at 30 µM; IC50 in µM for titrated hits; MgcRacGAP-stimulated Rac1 GTP hydrolysis, ADP Hunter fluorescence; higher % means a stronger effect; GST-tagged Rac1 F28L mutant substrate; 340,000 tested, 0.6% active;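 active = first-screen hits whose inhibition reached a set limit at any dose in the follow-up dose series; inconclusive = inhibition above the set first-screen limit but never retested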;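 note: fluorescence reports GDP produced by GAP-driven GTP hydrolysis; strong numbers were not always called active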
# West Nile virus CPE: inhibition of WNV-induced cytopathic effect – cell-based, CPE readout (AID 1621) | West Nile virus-infected cells, CPE inhibition; higher % means a stronger effect | CPE inhibition, % at 10 µM, or IC50 in µM where a hit was titrated | 290,000 tested, 0.02% active; in the data active = a potency from the dose series; inconclusive = CPE inhibition mostly from about 3.7% at the one dose, without a potency; inactive = the rest, 99 in 100 with CPE inhibition below about 2.2%; note: strong numbers were not always called active
# RSV CPE inhibition: inhibition of RSV-induced cytopathic effect – HEp-2 cells, primary 10 µM value included (AID 2391). HEp-2 cells, RSV-induced CPE inhibition; higher % means a stronger effect. one-dose CPE inhibition, % at 10 µM; IC50 in µM for titrated hits. 310,000 tested, 0.13% active; in the data active = a potency from the dose series; inconclusive = CPE inhibition mostly from about 23% at the one dose, without a potency; inactive = the rest, 99 in 100 with CPE inhibition below about 21%; note: strong numbers were not always called active
# Large T inhibition: TAg ATPase/helicase activity blockers – biochemical (AID 1903); SV40 large T antigen ATPase/helicase inhibition assay; higher % means a stronger effect; inhibition, % at 20 µM; hits with a dose series show IC50 in µM; 310,000 tested, 0.39% active; in the data active = a potency from the dose series; inconclusive = inhibition mostly from about 32% at the one dose, without a potency; inactive = the rest, 99 in 100 with inhibition below about 32%; note: strong numbers were not always called active
# b-catenin transl: modulators of beta-catenin nuclear translocation; HeLa beta-catenin nuclear translocation, immunofluorescence imaging; nuclear translocation activity, % at 5 µM; 190,000 tested, 0.3% active; AID 1665;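 active = nuclear translocation activity above 50% at 5 µM, with a well cell count of 50 or more; inconclusive = wells under 50 cells across six images, flagged as toxic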;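 note: per-cell ratio of nuclear to cytoplasmic median beta-catenin stain intensity; plate controls were DMSO negative control for no effect and GSK-3 inhibitor IX positive control for full effect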
#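 assay system = human HeLa cells, endogenous beta-catenin | times = compound treatment 24 h, 37°C, 5% CO2 | detection = Anti-beta-catenin immunofluorescence on PFA-fixed, Triton-permeabilized cells, DAPI nuclei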
# WT yeast gro inh: growth inhibition of WT yeast, mitochondrial fusion screen. 190,000 tested, 2.1% active. AID 1362. inhibition, % at 10 µM. mitochondrial fusion phenotypic screen, WT strain; in the data active = inhibition above about 58%; tested in S. cerevisiae
# WT yeast gro inh mutant strain: also measured in WT yeast gro inh; calls as there; inhibition, %; mitochondrial fusion phenotypic screen, mutant strain inhibition
# b-catenin transl cell count 5 µM: further read-out of b-catenin transl, marked with its call; cell count; measured here: cell count, cytotoxicity flag
# T cell modulator vesicle-bound %: second read-out of T cell modulator, no call of its own (marks repeat the call); double positive events, %; measured here: CD8+ vesicle-bound cell fraction;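 binding gate set so that unloaded-vesicle control wells show 10% double positive cells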
# Myeloid diff MLP GFP+ MAC1+ %: second read-out of Myeloid diff MLP, no call of its own (marks repeat the call); GFP+ MAC1+ double positive, %; measured here: differentiation confirmed by MAC1 staining
# * hit, by the source's call; i = inactive; ? = inconclusive; nt = not tested or not shown; + = active, no number.
compound	Salmonella PhoP GFP	T cell modulator	T cell modulator vesicle-bound %	Myeloid diff MLP	Myeloid diff MLP GFP+ MAC1+ %	Rac1 GTP hydrolysis	West Nile virus CPE	RSV CPE inhibition	Large T inhibition	b-catenin transl	b-catenin transl cell count 5 µM	WT yeast gro inh	WT yeast gro inh mutant strain
CCCOc1ccc(NC(=O)C2CC(=O)N3CCCN=C3S2)cc1 (stereo unspecified)	0%	i	43	i	0.7	14%	2.0%	0.8%	6%	nt	nt	-6	-1
O=C(Cn1nc(C(F)F)cc1C1CC1)NCCC1=CCCCC1	3%	i	64	i	3.9	1%	-0.6%	2.1%	1%	-2.1	1138	2	-52
Cc1sc2nc(SCC(=O)NCCOCCO)nc(N)c2c1C	7%	i	31	i	0.1	3%	0.5%	0.5%	25%	-0.1	1550	7	14
COc1ccccc1C(C#N)N1N=C(C)CC1c1ccccc1 (stereo unspecified)	2%	i	40	i	0.5	11%	0.0%	0.7%	6%	nt	nt	nt	nt
Cc1ccc(C(=O)NC(=O)CSc2nnc(C)s2)cc1	0%	i	66	i	0.6	4%	-0.2%	1.1%	7%	nt	nt	nt	nt
CC(=O)Oc1ccc(-c2cc3c(OC(C)=O)cc(OC(C)=O)cc3oc2=O)cc1	2%	i	50	i	2.0	7%	0.1%	nt	15%	nt	nt	nt	nt
O=C(CCCOc1ccc(Cl)cc1Cl)Nc1ncccn1	-9%	i	11	i	0.4	9%	0.5%	5.2%	12%	0.1	1326	nt	nt
CCN1/C(=C/c2sc(-c3ccccc3C)c[n+]2C)Sc2ccccc21	-12%	nt	nt	nt	nt	9%	1.7%	nt	6%	-1.3	483	77*	73*
COc1cc(SC)ccc1C(=O)OCC(=O)NC1CC1	18%	i	13	i	0.4	-5%	-0.4%	3.0%	-2%	-1.9	1141	21	0
N/C(=N\OC(=O)CCn1cccc(C(F)(F)F)c1=O)c1ccc(Cl)cc1	4%	i	17	i	0.9	6%	-1.2%	-0.3%	8%	-1.8	1183	nt	nt
CCN(CC(=O)NCc1cccs1)C(=O)CCOc1ccccc1C	8%	i	8	?	nt	6%	0.0%	2.0%	9%	nt	nt	nt	nt
CCn1c(SCC(=O)Nc2sc(C)c(C)c2C#N)nnc1C1CC1	-7%	i	11	i	0.4	2%	-0.3%	3.1%	23%	-0.4	1282	nt	nt
COc1ccc(C(=O)Nc2cc(C)nc3ccccc23)cc1OC	-4%	i	49	i	1.3	9%	-0.2%	2.5%	11%	-1.9	1180	10	26
O=C(CCCNC(=O)c1ccc(Cl)cc1)NCc1ccc(F)cc1	9%	i	40	nt	nt	3%	-0.4%	0.6%	3%	nt	nt	nt	nt
COC(=O)c1ccccc1SC1CC(=O)N(c2ccccc2)C1=O (stereo unspecified)	0%	i	68	i	0.6	0%	-0.6%	1.2%	-10%	nt	nt	-5	-1
O=C(Nc1ccc(Br)cc1)c1cccc(N2C(=O)C3C4C=CC(C4)C3C2=O)c1 (stereo unspecified)	0%	i	8	i	0.5	7%	-0.6%	6.1%	8%	nt	nt	nt	nt
Cc1ccn2c(NC3CCCCC3)c(-c3cccc(-c4cccc(Cl)c4)c3)nc2c1	nt	i	27	+	1.3*	4%	nt	-2.3%	5%	nt	nt	nt	nt
Cc1cc(NC(=O)CSc2nnc(-c3ccc(Br)o3)n2Cc2ccccc2)no1	-1%	i	48	i	1.0	10%	0.1%	2.5%	10%	-0.3	1322	7	-5
Cc1c(-c2ccco2)[n+](=O)c2c(n1[O-])CCC2	-16%	i	41	i	2.9	-11%	0.3%	1.3%	9%	0.6	789	-6	4
CC(=O)c1c(C)nc(C)nc1NC(=O)C(C)C	-11%	i	36	i	1.2	10%	0.9%	0.8%	9%	-0.5	1181	-4	1
Cc1ccc(C(=O)Nc2ccc3nccnc3c2)cc1	-7%	i	57	i	0.6	9%	-0.2%	4.9%	5%	nt	nt	23	15
CCOc1cccc2c1OC1(CCCCC1)N1N=C(c3cccnc3)CC21 (stereo unspecified)	12%	i	32	i	0.2	3%	-0.5%	4.8%	10%	-1.0	951	-4	-15
O=C(NCC1CCCO1)c1ccccc1-c1nc(-c2ccccc2F)no1 (stereo unspecified)	-2%	i	1	i	1.2	-4%	-0.1%	1.1%	13%	nt	nt	nt	nt
CCOC(=O)C1(CCOC)CCN(CC(C)Cc2ccc3c(c2)OCO3)CC1 (stereo unspecified)	-3%	i	60	i	0.1	9%	-1.2%	0.7%	23%	nt	nt	nt	nt
CC1(C)NC(=O)N(CC(O)COc2ccccc2[N+](=O)[O-])C1=O (stereo unspecified)	-6%	i	20	i	0.2	nt	-0.2%	2.2%	9%	-0.9	1012	2	0
COCc1cc(C)nc2sc(C(=O)Nc3ccccc3C)c(N)c12	0%	i	61	i	0.3	5%	0.9%	4.7%	23%	nt	nt	nt	nt
CN(C(=O)COC(=O)c1ccccc1OCc1ccc(Cl)cc1)c1c(N)n(Cc2ccccc2)c(=O)[nH]c1=O	0%	i	10	i	0.4	6%	nt	0.2%	13%	nt	nt	nt	nt
COc1cccc(NC(=O)COC(=O)COc2ccccc2[N+](=O)[O-])c1	5%	i	36	i	0.5	9%	0.1%	1.4%	8%	-3.0	544	-6	-12
COc1nc(-c2ccccc2)ncc1S(=O)(=O)c1ccccc1	-10%	i	24	i	0.4	-16%	-0.1%	-0.2%	11%	0.7	1555	3	-2
CC(C)OC(=O)NCCOC(=O)Nc1ccc(Cl)cc1	nt	i	30	i	0.3	7%	-1.8%	5.8%	nt	-2.5	1040	7	4
CCC(C)NC(=O)c1cnn2c1NC(c1cccs1)CC2C(F)(F)F (stereo unspecified)	6%	i	10	i	0.7	13%	-0.4%	-0.8%	5%	-4.3	1216	-18	-16
CCOC(=O)c1c(NC(=S)NC(=O)c2ccc(Cn3cc(Cl)cn3)o2)sc2c1CCC(C)C2 (stereo unspecified)	-1%	i	57	i	1.1	6%	0.4%	-1.6%	23%	-0.4	1440	-4	11
CCOC(=O)N/N=C/c1c(C)c(C(=O)c2ccc(F)cc2)n2ccccc12	2%	i	nt	i	0.5	9%	-0.3%	5.0%	5%	-3.0	1120	-14	-18
CC(C)c1ccc(C(=O)NN2CCOCC2)cc1	-3%	i	70	i	0.6	2%	0.1%	1.6%	15%	nt	nt	nt	nt
O=C(c1ccco1)N1CCCC(c2nc3c(nnn3Cc3cccc(Cl)c3)c(=O)[nH]2)C1 (stereo unspecified)	3%	i	30	?	nt	1%	0.1%	3.4%	8%	nt	nt	nt	nt
CCN(c1ccc2c(c1)OCO2)S(=O)(=O)c1cc(Br)cc2c1N(C(=O)C1CC1)CC2	11%	i	1	i	0.8	9%	nt	19%	13%	1.8	984	82*	14*
COc1ccc(C(=O)Nc2sc3c(c2C(=O)O)CC(C)(C)OC3)cc1	4%	i	45	i	0.5	13%	-0.2%	4.2%	15%	6.2	396	-5	19
CN(C(=S)Nc1cccnc1)c1ccc(O)cc1	10%	i	36	i	0.3	0%	0.5%	3.1%	58µM*	-3.4	611	-9	-8
O=C1CC(Cc2ccccc2)C(=O)N1CCCn1ccnc1 (stereo unspecified)	1%	i	28	nt	nt	nt	nt	0.1%	13%	-1.1	1082	14	-1
Cc1cccc(OCc2n[nH]c(=S)n2C2CCCCC2)c1	3%	i	13	i	5.7	10%	0.5%	0.0%	20%	1.7	475	67*	39*
CCCCn1c(N)c(N(CC)C(=O)C2CCN(C(=O)c3ccccc3C)CC2)c(=O)[nH]c1=O	nt	i	14	i	1.1	9%	nt	1.6%	nt	nt	nt	nt	nt
CCCCOc1ncnc2c1[nH]c1ccc(OCC)cc12	-13%	i	59	i	3.6	2%	-0.8%	7.9%	6%	0.1	1458	47	38
Cn1c(NCc2ccco2)nc2c1c(=O)n(Cc1ccc(Cl)cc1Cl)c(=O)n2C	6%	i	22	i	1.2	5%	-0.5%	1.8%	-2%	nt	nt	4	2
CCOc1ccc2ccccc2c1/C=N/NC(=O)c1cc(C)[nH]n1	6%	i	40	i	5.2	7%	-0.4%	4.8%	3%	nt	nt	nt	nt
CC(C)CNC(=O)C(=O)NCCCN1CCOCC1	nt	i	39	i	1.0	6%	-0.5%	-0.2%	nt	-1.3	1157	9	-6
O=C(N/N=C/c1ccc(Cl)cc1)c1n[nH]c2c1CCCC2	-13%	i	6	nt	nt	9%	1.1%	-0.6%	8%	100*	244*	nt	nt
Cc1ccnc(N(C(=O)Nc2ccccc2)C2=NCC(C)(C)S2)c1	-6%	i	31	i	0.1	nt	-0.5%	nt	9%	1.3	1276	nt	nt
Cc1cc(/C=C2\SC(=S)N(C)C2=O)c(C)n1-c1ccccc1O	nt	i	45	+	2.5*	11%	nt	16%	15%	nt	nt	nt	nt
CC1CCCCN1C(=O)CSc1nnc2c(n1)[nH]c1ccccc12 (stereo unspecified)	-3%	i	34	i	1.1	3%	-0.4%	9.7%	16%	nt	nt	nt	nt
CCOc1ccc(NC(=O)CSc2nnc(C3CC3)n2C)cc1	7%	i	44	i	0.1	7%	0.1%	0.5%	1%	-0.4	1466	23	6
Cc1cc(OCC(=O)Nc2ccc(N3CCN(C(=O)c4ccco4)CC3)cc2)cc(C)c1Cl	-6%	i	15	nt	nt	-5%	0.3%	2.6%	2%	0.9	992	21	16
O=C(Nc1ccc(Br)cn1)c1ccc2nccnc2c1	nt	i	37	i	2.3	3%	0.1%	2.1%	nt	nt	nt	nt	nt
